IMPase Li inh – membrane-permeable IMPase blocker, potentiated with lithium. CHO-M1 cells, IP1 TR-FRET (IP-One), carbachol + lithium. Potency, µM (series often up to 59.4 µM), for inactives: at the highest dose activity, negative = IMPase inhibition, actives largely listed as inhibitors. 210,000 tested, 0.35% active;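 further: IP1 builds up when IMPase is blocked and the TR-FRET signal falls; potency means the concentration at half of the fitted maximal effect; plate controls were basal vehicle for no effect and high inhibitor control for full effect; nearly all actives have a fitted effect of over 50% in size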
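CHO cells stably expressing M1 receptor (2000/well) were cultured 16–30 h, then exposed to compounds with a small lithium addition for 30 min at 37C. IP1 was measured by TR-FRET competition; AC50 from Hill fits.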
Luc counter – counter-screen: inhibitors of Kinase-Glo firefly luciferase; Q27757; Kinase-Glo luciferase, ATP luminescence, 8 min; Potency, µM (doses to about 38.3 µM), for inactives: top-dose activity change, negative = inhibition, most hits filed as inhibitors; 200,000 tested, 0.28% active; AID 1379; further: potency means the concentration at half of the fitted maximal effect; on the % scale 0 is the no-effect control and ±100 the full control effect; nearly all actives have a fitted effect of over 60% in size
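Inhibition of Kinase-Glo luciferase light generation was assessed at 10 uM ATP in pH 7.2 imidazole buffer, with luminescence measured after eight minutes at ambient temperature.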
SMN2 splice up – increases expression of the SMN2 splice variant | HEK293 SMN2-luciferase splicing reporter, luminescence, 30-36 h | Potency, µM (highest dose often 46.1 µM), for the others: at the top dose activity change, positive = activation, hits mostly activators | 210,000 tested, 2.8% active | AID 1458; further: potency means the concentration at half of the fitted maximal effect; % of control where 0% means no effect; nearly all actives have a fitted effect of over 55% in size
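qHTS luciferase splicing reporter: luminescence rises when SMN2 exon 7 is included in transfected HEK293 cells. Compound exposure lasted 30-36 h at 37C, with 4.5 mM final sodium butyrate as control, followed by a ONE-Glo read.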
HTT ATP protect – cytoprotection in Huntington HTT-Q103 PC12 cell model; 230,000 tested, 0.14% active; AID 1471; PC12 HTT-Q103 induced, cytoprotection, ATP luminescence, 40 h; Potency, µM (doses to about 56.4 µM), for the others: cytoprotection (ATP increase), actives largely listed as activators;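 further: potency means the concentration at half of the fitted maximal effect; % of control where 0% means no effect; nearly all actives have a fitted effect of over 45% in size; toxic huntingtin expression switched on by the ecdysone agonist tebufenozide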
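PC12 cells with ecdysone-inducible HTT exon 1 Q103-GFP, induced with 100 nM tebufenozide and co-treated with library compounds in a dose series (1536-well, 1500 cells/well). Cytoprotection read as ATP content by ATPlite luminescence.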
LMNA splice mod – LMNA splicing modulation; Potency, µM (doses to about 46.1 µM), inactives show top-dose ratio change, negative = inhibition, most hits filed as inhibitors; HeLa LMNA splicing GFP/RFP minigene ratio, 48 h; 200,000 tested, 0.01% active; active means well fitted inhibition curve with a large enough effect in the signal ratio, with a control signal flat, not every such curve was filed as active; inconclusive means small, poorly fitted or top-dose-only effect, or effect the other way, or a change in a side signal; the % refers to the signal ratio; further: potency means the concentration at half of the fitted maximal effect; on the % scale 0 is the no-effect control and ±100 the full control effect
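S3 HeLa cells stably expressing lamin A-EGFP splicing minigene plus DsRed2, 600 cells/well, 48 h compound exposure at 37C. Laser-scanning cytometry; analysed as GFP (500-530 nm)/RFP (575-640 nm) total intensity ratio; 0.5% DMSO vehicle.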
HTT aggregate – reduces HttQ103-GFP aggregates in PC12 cells. Potency, µM (top dose mostly 46.1 µM), without a hit: at the top dose activity change, negative = inhibition, actives largely listed as inhibitors. AID 1688. 220,000 tested, 1.1% active. PC12 HttQ103-GFP aggregates, Acumen cytometry, 40 h; further: potency means the concentration at half of the fitted maximal effect; on the % scale 0 is the no-effect control and ±100 the full control effect; nearly all actives have a fitted effect of over 60% in size
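PC12 cells with ecdysone-inducible HTT exon1 Q103-GFP, induced by 100 nM tebufenozide, given compounds in a concentration series. GFP aggregates (1–25 um, 6 SD above background) counted in lysates by laser-scanning cytometry, 488 nm excitation.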
CBFb-RUNX1 inh – blocks binding between human CBF-beta and RUNX1; AlphaScreen CBFb-His/RUNX1-biotin binding, biochemical; Potency, µM (titrated, usually from 59.8 µM), without a hit: at the highest dose activity, negative = inhibition, actives largely listed as inhibitors; 230,000 tested, under 10 active; further: % of control where 0% means no effect
Target sequence (Q01196 whole entry, looked up): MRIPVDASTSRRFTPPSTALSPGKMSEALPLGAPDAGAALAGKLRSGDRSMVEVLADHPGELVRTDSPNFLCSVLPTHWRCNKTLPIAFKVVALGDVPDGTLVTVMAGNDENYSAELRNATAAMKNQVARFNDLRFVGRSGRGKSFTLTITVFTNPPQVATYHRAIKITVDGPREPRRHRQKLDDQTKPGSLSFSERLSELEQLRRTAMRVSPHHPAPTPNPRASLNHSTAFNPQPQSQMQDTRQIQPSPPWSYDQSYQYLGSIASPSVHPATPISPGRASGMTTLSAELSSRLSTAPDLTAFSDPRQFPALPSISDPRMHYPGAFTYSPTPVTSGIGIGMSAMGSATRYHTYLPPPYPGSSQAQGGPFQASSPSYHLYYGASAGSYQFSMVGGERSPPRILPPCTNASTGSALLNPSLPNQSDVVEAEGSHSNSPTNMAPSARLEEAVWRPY
Target sequence (Q13951 whole entry, looked up): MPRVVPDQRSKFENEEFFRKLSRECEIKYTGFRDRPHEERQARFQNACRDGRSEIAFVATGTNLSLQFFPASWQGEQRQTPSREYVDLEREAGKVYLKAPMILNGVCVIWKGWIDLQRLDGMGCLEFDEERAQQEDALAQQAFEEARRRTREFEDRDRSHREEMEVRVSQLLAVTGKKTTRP
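Room-temperature protein-protein interaction test with 30 nM each of His-tagged CBF-beta and biotinylated RUNX1, 15 min with compound, then 90 min with nickel plus streptavidin beads. Signal read in AlphaScreen mode.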
Starred values were filed as active, the others as inactive; ? = inconclusive; nt = no result given; [ ] = dose if it differs, or a comment. Unless noted, the call rests on the fitted dose curve; in most records, active means well fitted curve in the direction sought with a large enough effect; inconclusive means small, poorly fitted or top-dose-only effect, or another doubt; inactive means no such curve, though single readings can be large; an effect the other way counts as inactive or inconclusive.

compound	IMPase Li inh	Luc counter	SMN2 splice up	HTT ATP protect	LMNA splice mod	HTT aggregate	CBFb-RUNX1 inh
Cc1ccc(C2C(C#N)=C(N)N(c3cccnc3)C3=C2C(=O)CCC3)c(C)c1 (configuration not stated)	-4%	3%	-8%	-32%[inhibitor]	4%[46 µM]	2%	-1%
Cc1nc(-c2cccnc2)sc1C(=O)Nc1cccc(C(F)(F)F)c1	7%[38.3 µM]	0%	-5%	-11%	13%	-31%	-2%
CC(=O)NC1C(Oc2ccc3c(C)cc(=O)oc3c2)OC(COC(C)=O)C(OC(C)=O)C1OC(C)=O (configuration not stated)	22%	-2%	-6%	-29%	nt	-1%	6%
O=C1c2ccccc2C(=O)N1CCCc1c[nH]c2ccc(Cl)cc12	9%	4%	-21%	-15%[10 µM]	?	15%	-5%
Cn1cnnc1SCC(=O)Nc1cccc(S(=O)(=O)N2CCOCC2)c1	-3%	nt	nt	-37%[inhibitor]	nt	7%	1%
CCCCNC(=O)Oc1cc(CCl)on1	-4%	2%	-11%	2%	-6%[9.22 µM]	6%	16%
O=C(NC(Cc1c[nH]c2ccccc12)C(=O)O)/C(=C/c1ccc(F)cc1)NC(=O)c1ccccc1 (configuration not stated)	nt	nt	nt	15%[10 µM]	nt	7%[9.22 µM]	10%
Nc1nc(NCC2CCCO2)nc(Nc2ccc(Cl)cc2)c1[N+](=O)[O-] (configuration not stated)	nt	nt	nt	3%[10 µM]	nt	-23%[9.22 µM]	10%
C/C(=N\NS(C)(=O)=O)c1ccc(C)cc1	9%[38.3 µM]	-3%	-7%	-2%	-4%	7%	4%
CCC(O)C1CCN(Cc2cn(-c3ccc(OC)cc3)nc2-c2cccc(F)c2)CC1 (configuration not stated)	6%	-2%	nt	-50%[inhibitor]	nt	?	1%
O=C(CN1CCCCC1)N1CCN(S(=O)(=O)c2ccccc2)C1	-11%	0%	-14%	0%	16%[46 µM]	17%	2%
Cc1nc(NCc2ccco2)c2oc3ccccc3c2n1	29%	-6%	-98%[inhibitor]	-7%[10 µM]	?	?	5%
O=C(NCCCN1CCCC1=O)C1CCN(S(=O)(=O)N2CCOCC2)CC1	13%[38.3 µM]	1%	-15%	2%[10 µM]	-7%	7%	-1%
O=C(Nc1cccnc1)c1cc([N+](=O)[O-])ccc1Cl	nt	nt	nt	25%[10 µM]	nt	2%[9.22 µM]	4%
CC(C)CNC(=O)c1coc(=O)c(Br)c1	6%[38.3 µM]	18%	-6%	-38%	?	?	3%
COc1cccc(/C=C/C(=O)c2ccc(C)c([N+](=O)[O-])c2)c1	22%	0%	119%	nt	?	-12%	5%
CCCc1cc(=O)[nH]c(SCC(=O)c2ccc(S(=O)(=O)N3CCCC3)cc2)n1	0%[38.3 µM]	-2%	-11%	15%	?	2%	0%
N#Cc1ccccc1CSc1ccc(-c2nc3ccccc3[nH]2)cn1	?	-24%	-58%[inhibitor]	-17%[10 µM]	-2%	-12%	5%
CCOC(=O)COc1ccc([N+](=O)[O-])cc1	-3%	-5%	-2%	11%[10 µM]	-6%	8%	-13%
Cc1cc(C)n(-c2c(F)c(F)c(CO)c(F)c2F)n1	-4%[38.3 µM]	13%	-20%	-3%	5%	-5%	6%
O=c1[nH]cnc2c1C1(CCCC1)Cc1ccccc1-2	17%[38.3 µM]	2%	10%	18%[10 µM]	-7%	-16%	4%
O=S(=O)(c1ccc(NC(=S)Nc2ccccc2)cc1)N1CCOCC1	-8%	0%	18%	nt	-3%	10%	1%
Cc1[nH]nc(N=CC2=C(O)CC(c3ccco3)CC2=O)c1-c1ccc(Cl)cc1 (configuration not stated)	24%[38.3 µM]	-1%	-35%[inhibitor]	-29%	-7%	6%	5%
COc1ccc(/C=N/NC(=O)c2cc(-c3cccn3C)n[nH]2)cc1OC	-5%	0%	23%	nt	?	16%	-10%
O=C(CN1CCOCC1)N/N=C/c1ccco1	10%	0%	nt	11%[10 µM]	?	-2%[9.22 µM]	6%
Cc1ccc(OCC(=O)Nc2sc3c(c2C#N)CC(C)(C)NC3(C)C)cc1	12%	-2%	nt	8%[10 µM]	-14%[46 µM]	-5%[9.22 µM]	0%
CCCN1CCN(C(=S)Nc2ccccc2C(F)(F)F)CC1	nt	nt	nt	37%[10 µM]	?	-24%	-4%
Cc1ccc(S(=O)(=O)NCCC(=O)NC2CCCC2)cc1	nt	nt	nt	-14%	8%	4%	1%
CCCCP(=O)(CCCC)CCP(=O)(c1ccccc1)c1ccccc1	nt	nt	nt	-3%[10 µM]	-18%	-19%	1%
O=C(/C=C/c1ccccc1)C1=C(O)C(=O)N(CCO)C1c1ccc2c(c1)OCO2 (configuration not stated)	-6%	1%	nt	-7%[10 µM]	11%[46 µM]	-18%[9.22 µM]	5%
CCCC(=NCCc1c(C)[nH]c2ccccc12)C1=C(O)CC(c2ccccc2)CC1=O (configuration not stated)	15%	0%	-2%[1.84 µM]	-40%[10 µM]	?	-9%	-18%
O=C(NCc1ccccc1)c1ccc(C(=O)N(C2CCCCC2)C2CCCCC2)cc1	30%[38.3 µM]	-3%	-7%	-14%[10 µM]	?	?	-1%
COc1ccc(C2C(C#N)=C(N)Oc3c2oc(CO)cc3=O)c(OC)c1OC (configuration not stated)	-4%[38.3 µM]	0%	-16%	-29%	5%	19%	2%
O=C(Oc1cccc(N2C(=O)CCC2=O)c1)C1CC(=O)N(c2ccc(Br)cc2)C1 (configuration not stated)	27%[38.3 µM]	-1%	-4%	10%	11%	-19%	8%
C=CCn1c(C(CCC(C)C)CC(C)(C)O)n[nH]c1=S (configuration not stated)	1%	1%	1%	-9%[10 µM]	-2%	-2%	8%
CN1CCN(c2nc(-c3ccc(Br)cc3)nnc2-c2ccccc2)CC1	15%[38.3 µM]	-2%	-33%[inhibitor]	-43%[inhibitor]	?	7%	1%
CCOC(=O)C1CCCN(Cc2cc(=O)oc3cc(C)c(C(C)C)cc23)C1 (configuration not stated)	12%	1%	-21%	-28%	17%[46 µM]	-4%	5%
Cn1cccc1/C=N/NC(=O)c1sc2ccccc2c1Cl	-14%[38.3 µM]	-4%	0%	-8%	-5%	-6%	?
Cn1c(N2CCCC2)nc2c1c(=O)n(Cc1cccc(F)c1)c(=O)n2C	19%[38.3 µM]	-2%	-15%	-12%	-6%	-10%	7%
OCCNCc1ccc(OCc2ccc(Cl)cc2Cl)cc1	1%	2%	-9%	-39%[inhibitor][1.9 µM]	4%[46 µM]	5%[9.22 µM]	0%
Cn1nnnc1SCC1=C(C(=O)O)N2C(=O)C(NC(=O)Cn3nc(C(F)F)cc3C3CC3)C2SC1 (configuration not stated)	-3%	1%	-17%	-13%	6%[46 µM]	16%	-11%
Cc1cccc(C(=O)NCC(=O)N2CC(=O)Nc3ccccc32)c1	?	0%	-3%	-22%	nt	-14%	10%
CCOc1c(OC(C)=O)ccc(/C=C/c2ccc3cccc(OC(C)=O)c3n2)c1[N+](=O)[O-]	5%[38.3 µM]	-1%	24%	-83%[inhibitor]	-3%	?	-18%
CCCn1nnc(NC(=O)c2cccnc2Cl)n1	-5%	2%	4%	-3%[10 µM]	-3%	3%	-2%
COC(=O)c1[nH]c2ccccc2c1NC(=O)CN1CCN(C/C=C/c2ccccc2)CC1	28%[38.3 µM]	2%	-26%	-15%[0.074 µM]	?	3%	-2%
Cc1ccc(N=Nc2ccc(O)c3ncccc23)cc1C	4%	-9%	nt	-122%[inhibitor]	nt	?	-7%
CC(=O)NS(=O)(=O)c1ccc(NC(=O)CSc2ccc(C)cc2)cc1	-3%	-2%	9%	-29%[1.9 µM]	nt	13%[9.22 µM]	-5%
CCOC(=O)C1(CCc2ccccc2)CCN(C(=O)c2cc(C)nc(C)n2)CC1	2%	nt	nt	18%[10 µM]	nt	-5%[9.22 µM]	9%
COC(=O)c1sc2ccccc2c1NC(=O)c1ccc(S(=O)(=O)N2CC(C)CC(C)C2)cc1 (configuration not stated)	7%	0%	2%	-15%[10 µM]	-7%	-13%	-2%
O=C(/C=C/c1c(F)cccc1Cl)Nc1nc2ccccc2[nH]1	-15%	-8%	7.1µM*	nt	?	-20%	-7%
O=C(Cn1[nH]c(=O)c2ccccc2c1=O)Nc1cccc(S(=O)(=O)N2CCCCCC2)c1	15%	-1%	-6%	-35%[inhibitor]	nt	1%	-2%
COc1ccc(-c2csc(-c3cccs3)n2)cc1OC	16%	-2%	14µM*	-58%[inhibitor]	-7%[46 µM]	?	12%
O=C(CCl)N1N=C(c2cccs2)CC1c1ccco1 (configuration not stated)	14%	-8%	nt	13%[10 µM]	nt	-18%[9.22 µM]	11%
CC1CC(C)CN(C(=O)CSC2=Nc3ccccc3C3=NC(Cc4c[nH]c5ccccc45)C(=O)N23)C1 (configuration not stated)	28%[38.3 µM]	0%	17%	-25%	2%	0%[1.84 µM]	-6%
O=C(CCc1ccccc1)Nc1ccccc1C(F)(F)F	11%	-1%	26%	-13%	31%[46 µM]	0%	8%
O=C(Nc1ccc(F)cc1)C1CCCN1S(=O)(=O)c1cccc2nsnc12 (configuration not stated)	nt	nt	nt	-15%[10 µM]	nt	10%[9.22 µM]	2%
Cc1nc(Nc2ccc(S(=O)(=O)N3CCCCC3C)cc2)c2nnn(Cc3ccccc3)c2n1 (configuration not stated)	-16%	3%	-40%[inhibitor]	13%[10 µM]	?	-21%	7%
CC(C)Cc1nc2ccccc2n1CCc1ccccc1	6%	3%	-25%	nt	?	0%	6%
CCN(CC)S(=O)(=O)c1cc([N+](=O)[O-])ccc1N1CCC(C(N)=O)CC1	7%	0%	-15%	-16%	nt	-4%	4%

Some values from the results shown.
Result of CC(=O)NS(=O)(=O)c1ccc(NC(=O)CSc2ccc(C)cc2)cc1 in HTT aggregate: 13%[9.22 µM]
Result of Cc1ccc(N=Nc2ccc(O)c3ncccc23)cc1C in CBFb-RUNX1 inh: -7%
